Screens as filed in PubChem BioAssay.
KKLEB cytotox = CF airway cell cytotoxicity counter-screen. KKLEB CF airway cells viability, ATPlite luminescence, overnight; hits give low values; cells stimulated with P. aeruginosa culture filtrate. activity change (cytotoxicity), % at 5 µM. actives 0.36% (n = 360,000). AID 602141;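 active = corrected activity change at or below -50% at 5 µM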
C8 TRAIL sens = sensitizes caspase-8 expressing cells to TRAIL | inhibition (viability loss, TRAIL sensitization), % at 10 µM | NB7+C8 cells + TRAIL, ATPlite viability luminescence | actives 1% (n = 360,000);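 active = compounds causing at least 50% loss of cell viability in the single-dose screen, relative to plate controls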
EBV LMP1 NFkB = reduces LMP1-driven NF-kappaB luciferase signal; LMP1-induced NF-kappaB luciferase reporter cells, luminescence; inhibition, % at 12.5 µM; actives 0.69% (n = 350,000); AID 504558; in the data active = inhibition above about 41%;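 note: 0% = neutral control wells and 100% = reference inhibitor control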
CF NFkB block = inhibitors of cystic fibrosis induced NF-kB | KKLEB NF-kB-GFP reporter, PAF-induced, GFP fluorescence overnight | inhibition, % at 5 µM | actives 0.86% (n = 360,000) | AID 588850;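 active = at least 50% inhibition at 5 µM, scaled per plate between neutral and stimulator controls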;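 note: PAF is a Pseudomonas aeruginosa culture filtrate used as stimulus; plate controls were PAF-stimulated DMSO wells for no effect and unstimulated DMSO wells for full effect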
NR2E3 ag-1 = agonists of human nuclear receptor NR2E3. Q9Y5X4. GST-NR2E3/biotin-RetCOR TR-FRET, 1536-well. inhibition of corepressor binding, % at 4.78 µM. actives 0.12% (n = 320,000). AID 2300;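 active = percent inhibition above the cutoff of mean plus 3 SD of all tested compounds, set per screening campaign, cut at about 20% in these data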;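 note: 0% = DMSO wells and 100% = biotin wells as full block of FRET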
Target sequence (Q9Y5X4 whole entry, looked up): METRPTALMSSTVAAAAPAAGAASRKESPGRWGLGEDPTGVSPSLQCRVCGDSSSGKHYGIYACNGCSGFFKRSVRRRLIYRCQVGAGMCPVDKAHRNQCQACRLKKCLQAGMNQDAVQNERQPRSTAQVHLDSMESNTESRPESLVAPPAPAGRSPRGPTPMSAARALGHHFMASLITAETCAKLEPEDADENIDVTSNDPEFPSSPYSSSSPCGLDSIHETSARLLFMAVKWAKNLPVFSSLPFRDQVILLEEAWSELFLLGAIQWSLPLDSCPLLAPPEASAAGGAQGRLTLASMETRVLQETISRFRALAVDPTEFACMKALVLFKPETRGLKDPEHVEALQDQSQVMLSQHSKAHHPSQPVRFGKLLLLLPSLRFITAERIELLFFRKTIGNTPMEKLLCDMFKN
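System: GST-tagged NR2E3 plus biotinylated RetCOR corepressor; Buffer or medium: pH 7.5 Tris-based buffer; Probe or stimulus: RetCOR corepressor, biotinylated, 7 nM; Doses: compound at 4.8 µM, single dose; Schedule: 5 h incubation at 4 °C; Technique: time-resolved FRET; Evaluation: percent inhibition of TR-FRET ratio; Replication: one well per compound, singlicate testing.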
NR2E3 ag-2 = activates human NR2E3 receptor; inhibition of corepressor binding, % at 3.98 µM; AID 602229; actives 0.35% (n = 360,000); CHO-S Gal4-NCOR/VP16-NR2E3 two-hybrid, luciferase;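 active = inhibition above the mean of all tested compounds plus 3 SD, cut at about 70% in these data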;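 note: 0% = DMSO with NR2E3 transfected cells and 100% = cells lacking NR2E3 construct; higher means lower luciferase signal from less NR2E3 corepressor binding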
Shn3 inh set2 = inhibitors of Schnurri-3 3'UTR reporter in osteoblasts. inhibition, % at 12.5 µM. Clone20 osteoblast Shn3 3'UTR firefly luciferase, 24 h. AID 588674. actives 0.52% (n = 360,000);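 active = mean inhibition of at least 75% with every replicate also reaching 75%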;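 note: 0% = median of neutral control wells and 100% = pilot-screen positive control compound; some compounds past the cut are filed as inactive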
iPSC survival up = increases survival of single human iPS cells; hiPSC single-cell survival, ATPlite luminescence; 100% = ROCK inhibitor wells, 0% = DMSO; survival enhancement, % at 20 µM; actives 0.044% (n = 360,000); AID 602274; in the data active = survival enhancement above about 18%;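 note: cells exposed to compounds for 16 hours before the ATP read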
HIF-2a block = inhibitors of HIF-2a. actives 0.72% (n = 360,000). AID 624352. 786-0 RCC cells HIF-2a reporter, luciferase luminescence, overnight. inhibition, % at 18.8 µM;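 active = inhibition of the luminescence signal of 40% or more relative to plate controls, in a single-dose primary screen at 18.75 µM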
Peg3 prom inh = Peg3 promoter activity inhibition; AID 588405; HeLa PEG-Prom luciferase reporter, luminescence, overnight; inhibition, % at 20 µM; actives 1.7% (n = 360,000);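 active = inhibition of at least 50% at 20 µM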
MITF TRPM1 inh = reduces MITF-dependent TRPM1 promoter luciferase signal; SK-MEL-5 TRPM1 promoter luciferase, 24 h; actives 0.83% (n = 330,000); AID 488899; inhibition, % at 12.5 µM;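 active = mean inhibition across replicates of 60% or more, whatever share of single replicates reaches that level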; note: values of inactives mirror those of a sister screen read the other way
Starred values were filed as active, the others as inactive; · = not tested or not shown. These rows are one share of the data (hit frequency here may not be typical).

structure,KKLEB cytotox,C8 TRAIL sens,EBV LMP1 NFkB,CF NFkB block,NR2E3 ag-1,NR2E3 ag-2,Shn3 inh set2,iPSC survival up,HIF-2a block,Peg3 prom inh,MITF TRPM1 inh
COc1ccc(C(=O)NCc2csc(C(C)C)n2)cc1OC1CCN(C(C)=O)CC1,-10,-2,3,9,2,6,15,-0.3,12,4,4
COc1ccc(CCNC(=O)CSc2nnc(-c3cccc(C)c3)o2)cc1OC,-15,3,5,3,-5,-1,63,1.5,15,9,8
CCOC(=O)c1c(C)[nH]c(C)c1C(=O)CSc1nc2ccccc2c(=O)n1-c1ccc(F)cc1,-14,5,3,36,4,4,42,2.6,5,33,8
N#C/C(=C\c1cccnc1)c1ccc(Br)cc1,6,2,-11,3,2,-43,3,0.3,-99,-62,-26
Cc1cccc(CN2CCNC2=O)c1,-3,-6,-4,13,1,-4,-44,1.8,2,8,2
COc1ccc(S(=O)(=O)N2CCCCCC2)cc1NC(=O)CCc1cc(OC)c(OC)c(OC)c1,10,5,1,0,·,-12,18,-0.5,14,12,7
COc1ccc(N2CCN(C(c3ccccc3)c3nnnn3Cc3ccc(F)cc3)CC2)cc1 (stereo unspecified),11,3,-4,6,5,-6,17,-1.8,12,3,11
Cc1c(N)cccc1-n1cnnn1,10,-5,3,-2,2,-10,-10,-0.3,6,15,7
COc1ccc(CC(=O)OCC(=O)NCc2ccc(Cl)cc2)cc1,-6,-6,2,4,1,-12,9,-2.3,15,13,-6
CCOC(=O)c1c(CN2CCCCC2)n(C)c2cc(Br)c(O)cc12,-2,9,14,2,0,-5,10,-1.0,3,-7,-3
Cc1c(C(=O)NC(=S)Nc2ccc(N3CCOCC3)cc2)cccc1[N+](=O)[O-],3,-3,-9,2,-4,-12,2,-0.6,-8,-29,-1
O=C(c1cc2cc([N+](=O)[O-])ccc2oc1=O)N1CCN(C2CCCCC2)CC1,5,2,8,5,-1,-19,5,-0.7,16,3,5
COc1ccc(C(CNC(=O)c2cccc(NC(=O)c3cccs3)c2)N2CCCC2)cc1 (stereo unspecified),-5,-13,-37,-3,-2,-2,-11,-0.4,4,15,-26
O=C(CSc1nnc(-c2ccc(O)cc2)o1)NNC(=O)c1ccncc1,2,-13,-7,-4,4,9,-17,-0.7,13,3,4
CCOC(=O)C1CCCN(C(=O)C(C)Oc2ccc(Cl)cc2Cl)C1 (stereo unspecified),11,3,8,-19,-2,-2,-5,1.0,-13,-1,-6
COC(=O)c1ccc(NC(=O)CCS(=O)(=O)c2ccc(C)cc2)cc1,5,4,-1,-13,-2,1,-6,-0.2,17,8,-10
Cc1ccc(C)c(N2CCN(CC(=O)Nc3ccc([N+](=O)[O-])cc3C(=O)Nc3ccccc3F)CC2)c1,-19,1,13,22,0,-30,12,6.8,-14,6,13
O=C(NCCN1CCN(C(=O)c2cccc([N+](=O)[O-])c2)CC1)C(=O)NCc1ccc(Cl)cc1,-7,3,0,7,-1,2,15,0.3,11,12,15
NS(=O)(=O)c1ccc(CCNC(=O)COC(=O)CCSc2ccc(Cl)cc2)cc1,3,5,1,-15,-2,-21,-30,-0.9,19,-1,13
Fc1ccccc1OCC1CCCN(Cc2nc(CC3CC3)no2)C1 (stereo unspecified),-8,-2,-5,6,4,-12,-7,1.1,-7,-9,-1
CCCCNC(=O)C(=O)Nc1cc2c3c(c1)CCC(=O)N3CCC2,2,-23,8,8,0,15,4,-0.2,1,4,4
Cc1onc(-c2ccccc2)c1C(=O)Nc1nc(-c2ccccc2)cs1,-2,14,-29,-29,1,15,-14,-0.4,-63,-42,-15
Cc1ccc(C)c(NC(=S)N(C2CCCCC2)C(C)c2cccnc2)c1 (stereo unspecified),-1,-3,2,22,3,-18,-19,0.1,9,13,11
COc1cccc(-c2nnc(NC(=O)c3ccco3)s2)c1,0,19,-9,2,3,-65,-54,-0.7,-205,-217,-53
Cc1cc(C)cc(N2CC(O)=C(c3nc4ccccc4c(=O)[nH]3)C2=N)c1,2,-11,-6,-23,-25,-33,-11,-0.5,-8,-2,10
O=C(CNC(=O)c1ccc(Cl)c([N+](=O)[O-])c1)OCN1C(=O)c2ccccc2C1=O,7,-3,8,12,1,-13,-5,0.2,7,13,14
Cc1ccc2nsnc2c1NC(=O)c1sc2ccccc2c1Cl,-3,11,-6,31,5,-14,-22,-0.2,0,4,-3
O=C(c1cccn(Cc2ccc(Cl)c(Cl)c2)c1=O)N1CCOCC1,-9,4,0,2,-1,-2,-8,-0.8,9,-7,-12
O=C(CCCN1C(=O)/C(=C\c2cccc(Br)c2)SC1=S)Nc1cccnc1,-13,-5,14,32,1,-29,-1,0.1,61*,96*,10
CCC1Nc2ncnc(N3CCOCC3)c2N(Cc2ccc(OC)cc2)C1=O (stereo unspecified),-22,2,-5,1,·,-5,-4,-0.2,4,-4,4
CC(=O)Nc1ccc(S(=O)(=O)NCC(=O)OCC(=O)Nc2sccc2C(N)=O)cc1,-1,-10,-6,36,2,14,-14,-0.2,-10,-17,-4
COc1ccc(NC(=O)CSCC(=O)N(C)CC(=O)Nc2c(C)cccc2C)cc1,5,4,4,-20,7,-9,8,-1.4,11,2,2
C=CCc1ccc(OCc2ccc(C(=O)O)o2)c(OC)c1,7,-11,1,1,-4,-163,-27,-0.1,3,2,24
C=CCOC(=O)C1=C[C@@H](c2ccc(Br)cc2)C[C@@H](OCCCCO)O1,20,4,-4,8,0,9,4,0.8,7,10,11
CCOC(=O)CCCCCC(=O)Nc1ccc2c(c1)CC(=O)N([C@@H](C)CO)C[C@@H](C)[C@@H](CN(C)C(=O)Nc1ccc(C(F)(F)F)cc1)O2,-13,11,33,5,·,4,-3,-0.3,5,10,16
Cc1nc(-c2cccc(Cl)c2)n[nH]1,6,-5,-6,5,-2,-3,-11,0.9,-61,-36,-9
O=C(NCCC1=CCCCC1)N[C@@H](Cc1ccccc1)C(=O)O,-7,5,-7,6,0,-17,-16,-1.3,-16,-28,-11
CCOC(=O)C1CCCN(C(=O)c2ccc(Cl)cc2)C1 (stereo unspecified),-5,1,0,-15,0,18,1,0.1,13,1,-7
CCc1onc(C)c1C(=O)Nc1ccc(N2CCOCC2)cc1,-4,-2,1,6,6,-1,-9,-0.5,4,8,-4
COC(C/C=C/C(=O)[C@H](C)OCc1ccccc1)OC,-16,6,17,58*,1,-21,-62,-3.9,15,20,0
CCN(CC)S(=O)(=O)c1ccc(S(=O)(=O)NCC2CCCO2)cc1 (stereo unspecified),8,-2,1,-5,1,-39,1,-0.1,9,8,3
CC1=CC(C)C2(COC(=O)Nc3ccccc3)COC(C)C1C2C (stereo unspecified),-4,5,7,11,4,15,18,-2.4,-22,3,-13
Cn1cccc1/C=C1\SC(=S)N(NC(=O)c2ccccc2)C1=O,-8,-7,-10,-10,1,1,-3,2.4,-3,-15,-11
N#CC(C#N)=C1C(=O)N(CCN2CCOCC2)c2ccccc21,11,-3,4,-18,-2,-7,-22,0.1,14,2,8
COc1ccc(CCNc2cc(C)nc3c(-c4ccc(Cl)cc4)cnn23)cc1OC,-6,-11,-1,15,2,-29,-10,2.2,-26,11,5
CCNC(=O)COC(=O)c1cccc(Br)c1,8,4,1,-18,4,1,8,0.9,4,0,3
CC(NC(=O)C1CCN(CCOc2ccc(Cl)cc2)CC1)c1cccc2ccccc12 (stereo unspecified),-11,23,·,27,·,9,13,-2.2,2,69*,·
COc1ccc(CN(C)C(=O)CCl)cc1,-11,13,-5,3,·,-2,-6,-2.3,1,12,11
CC(C)COc1ccc(-c2cc(C(=O)NN)[nH]n2)cc1,8,8,-38,-20,2,-99,-47,0.0,-109,-203,-13
CCOC(=O)C1(CCOc2ccccc2)CCN(Cc2cccc3c2OCO3)CC1,15,13,13,27,-1,23,0,-0.5,13,10,2
COc1cc(S(=O)(=O)Nc2ccc(C)cc2)ccc1N=Cc1c(C)c(C#N)c(=O)n(C)c1O,-17,21,1,26,-1,-7,40,-1.4,11,36,45
COCCn1c(C)nc2oc3ccc(Br)cc3c(=O)c2c1=O,4,1,-8,-27,3,-9,17,0.1,-22,-25,12
Nn1cnnc1N/N=C/c1ccc(F)cc1,-5,0,3,-1,-2,6,4,-0.2,16,12,-4
Cc1ccc(S(=O)(=O)c2nnn3c2nc(N2CCC(C(N)=O)CC2)c2ccccc23)cc1C,-4,14,-4,-4,6,-18,4,-0.6,14,40,6
Cc1ccc(C(=O)N/C(=C/c2ccco2)C(=O)N2CCCCCC2)cc1,3,13,7,-4,2,-1,13,0.1,9,18,7
O=C(OCc1ccc2c(c1)OCO2)c1ccc(S(=O)(=O)N2CCCCC2)cc1,-3,-3,1,17,3,1,-8,-1.9,11,8,1
Cc1cc(C(F)(F)F)n(-c2nc(C(=O)NNS(=O)(=O)c3ccccc3[N+](=O)[O-])cs2)n1,-4,-4,7,20,-4,1,-2,4.5,25,25,11
CC(C)=CC(=O)OCc1csc(CC(=O)Nc2ccccc2C)n1,-14,-38,-2,21,0,4,2,0.4,5,5,12
COc1ccc(NC(=O)Cn2c(=O)n(-c3ccc(OC)cc3OC)c(=O)c3c(C)c(C)sc32)cc1,28,5,1,-12,-1,-14,-3,6.0,17,17,8
CN1CCN(C(=O)C2=C[C@@H](c3ccc(C(F)(F)F)cc3)C[C@@H](OCc3ccc(CO)cc3)O2)CC1,-8,-5,1,8,-3,9,-20,-0.3,9,0,-4

The list goes on.
structure,KKLEB cytotox,C8 TRAIL sens,EBV LMP1 NFkB,CF NFkB block,NR2E3 ag-1,NR2E3 ag-2,Shn3 inh set2,iPSC survival up,HIF-2a block,Peg3 prom inh,MITF TRPM1 inh
Cc1ccc(-c2nnc(SCC(=O)Nc3cccc(C(=O)N4CCOCC4)c3)n2C)cc1,16,13,-7,3,-1,-24,-4,-0.9,-4,-4,-5
CC(CC(=O)N1CCN(c2ccccc2)CC1)c1ccccc1 (stereo unspecified),6,-1,0,0,-2,7,7,2.8,9,7,-10
Cc1ccc([N+](=O)[O-])cc1NC(=S)NCCc1ccccc1,-2,3,5,12,-1,3,13,0.1,9,-7,9
CCOc1cc(/C=N/NC(=O)c2ccncc2)ccc1OC(=O)c1ccco1,-4,12,2,27,-1,5,-12,0.1,13,13,0

Reprinted from the entries so far for reference:
structure,KKLEB cytotox,C8 TRAIL sens,EBV LMP1 NFkB,CF NFkB block,NR2E3 ag-1,NR2E3 ag-2,Shn3 inh set2,iPSC survival up,HIF-2a block,Peg3 prom inh,MITF TRPM1 inh
CN1CCN(C(=O)C2=C[C@@H](c3ccc(C(F)(F)F)cc3)C[C@@H](OCc3ccc(CO)cc3)O2)CC1,-8,-5,1,8,-3,9,-20,-0.3,9,0,-4
Cc1ccc(-c2nnc(SCC(=O)Nc3cccc(C(=O)N4CCOCC4)c3)n2C)cc1,16,13,-7,3,-1,-24,-4,-0.9,-4,-4,-5
